M. tuberculosis: growth inhibition of non-replicating M. tuberculosis (AID 488890). Mycobacterium tuberculosis non-replicating, growth inhibition; higher % means a stronger effect. one-dose inhibition, % at 25 µM; IC50 in µM for titrated hits. 320,000 tested, 0.39% active; in the data active = a potency from the dose series; inconclusive = inhibition mostly from about 82% at the one dose, without a potency; inactive = the rest, 99 in 100 with inhibition below about 76%;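 note: plate controls were DMSO cells for no effect and high antibiotic wells for full effect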
VEEV TC-83 Vero: inhibitors of VEEV TC-83 cytopathic effect, confirmation, Vero cells (AID 588727). Vero cells, VEEV TC-83 cytopathic effect inhibition; higher % means a stronger effect. one-dose inhibition, % at 20 µM; IC50 in µM for titrated hits. 350,000 tested, 0.13% active; in the data active = a potency from the dose series; inconclusive = inhibition mostly from about 14% at the one dose, without a potency; inactive = the rest, 99 in 100 with inhibition below about 12%; note: strong numbers were not always called active
Salmonella PhoP GFP: Inhibition of PhoP regulon, Salmonella typhi GFP reporter cells, confirmation, 4 h (AID 1850); Salmonella Typhi PhoP-promoter GFP reporter, fluorescence, 4 h; higher % means a stronger effect; one-dose inhibition, % at 50 µM; IC50 in µM for titrated hits; 310,000 tested, 0.33% active; in the data active = a potency from the dose series; inconclusive = inhibition mostly from about 25% at the one dose, without a potency; inactive = the rest, 99 in 100 with inhibition below about 19%;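 note: 0% = induced wells with vehicle and 100% = uninduced wells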
H1N1 NS1A inhibition: H1N1 influenza NS1A inhibitors, functional cell based assay (AID 504329). NS1A functional cell-based assay, percent inhibition; higher % means a stronger effect. one-dose inhibition, % at 12.5 µM; IC50 in µM for titrated hits. 340,000 tested, 0.3% active; in the data active = a potency from the dose series; inconclusive = inhibition above about 27% without an active follow-up result; note: strong numbers were not always called active
H37Rv inhibition: M. tuberculosis growth inhibition, HTS (AID 449762); M. tuberculosis H37Rv growth inhibition, 7H9 media; higher % means a stronger effect; inhibition, % at 25 µM, or IC50 in µM where a hit was titrated; 330,000 tested, 0.59% active; in the data active = a potency from the dose series; inconclusive = inhibition above about 70% without an active follow-up result;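 note: bacterial growth assessed after seven days of incubation; strong numbers were not always called active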
VEEV TC-83 Vero 10K pilot screen: further read-out of VEEV TC-83 Vero, marked with its call; inhibition, %; measured here: 10K pilot screen inhibition
An asterisk follows results filed as active; i = inactive; ? = inconclusive; / = not tested or not shown; & = joins results of further samples.

SMILES	M. tuberculosis	VEEV TC-83 Vero	Salmonella PhoP GFP	H1N1 NS1A inhibition	H37Rv inhibition	others
CCOc1cc(C(=O)N(C)Cc2cc3cc(OC)ccc3[nH]c2=O)cc(OCC)c1OCC	8%	5.8%	-8%&15%	4%	-1%
COc1ccc(C2=CC3=C(Br)C(=O)C(C)(OC(=O)c4cccs4)C(=O)C3=CO2)cc1 (centres undefined)	31%	0.1%	-5%	-3%	3%
O=C(O)C1CCN(S(=O)(=O)c2ccc(Oc3ccccc3)cc2)CC1	-11%	i	4%	14%	1%
CCN(CC(=O)Nc1ccc(NC(C)=O)cc1)C(=O)c1oc2ccccc2c1C	10%	1.0%	-11%	8%	-6%
CC(=O)Nc1ccc(NC(=O)c2ccccc2-n2cnnn2)cc1	/	1.0%	/	-7%	/
c1ccc2c(c1)COC(CN1CCCCC1)OC2	-4%	0.1%	6%	-15%	-3%
Cc1ccc(S(=O)(=O)NCC(=O)N(CC(=O)NCc2ccco2)Cc2ccco2)cc1	-10%	0.7%	-19%	-1%	6%
Cc1cc(C)c(NC(=O)c2ccc(CNS(=O)(=O)c3cc(C(F)(F)F)ccc3Cl)cc2)c(C)c1	42%	4.5%	-6%	1%	-4%
Cc1cc(NCCN2CCOCC2)n2c(nc3ccccc32)c1C#N	-4%	i	-2%	6%	-1%
CCN(CC)CCn1c2c(c(SCC(=O)NCc3ccccc3)nc1=O)CCC2	/	i	12%	-10%	-4%
CCC1CCc2sc(C(=O)NNC(=S)NCC3CCCO3)cc2C1 (centres undefined)	23%	3.6%	/	3%	5%
Cc1cccc(OCCn2ccnc2)c1C	10%	0.2%	-2%	-24%	8%
C=C(C)[C@@H]1CC[C@]2(C(=O)O)CC[C@]3(C)[C@H](CC[C@@H]4[C@@]5(C)CC[C@H](O)C(C)(C)[C@@H]5CC[C@]43C)[C@@H]12	23%	i	-6%	1%	43%
CC1CN(C(=O)c2ccccc2)C(=Nc2cccc(S(=O)(=O)N(C)C)c2)S1 (centres undefined)	-2%	i	1%	-3%	-6%
NC(=O)c1nsc(C(=O)N(c2ccc(F)cc2)C(C(=O)NCC2CCCO2)c2ccc3ncccc3c2)c1N (centres undefined)	20%	8.0%	3%	16%	-1%
CCN(CC)S(=O)(=O)c1ccc(-c2cn3cc(Cl)ccc3n2)cc1	8%	1.0%	0%	-25%	10%
CCc1cc2c(=O)c(-c3nc4ccccc4n3C)coc2c(CN2CCN(C)CC2)c1O	12%	2.2%	0%	8%	-1%
CCn1cc(S(=O)(=O)NCc2ccc3c(c2)OCO3)cn1	-1%	4.6%	-9%	-6%	-8%
O=C1COc2ccc(NC(=O)N3CCN(c4ccc(F)cc4)CC3)cc2N1	7%	i	-1%	0%	2%
CCCCCn1c(CN2CCN(C)CC2)nc2c1c(=O)n(C)c(=O)n2C	-12%	i	-11%	1%	-6%	VEEV TC-83 Vero 10K pilot screen=0.0
COc1cccc(CN(C)C(=O)c2ccc(Oc3ccccc3)cc2)c1OC	42%	i	6%	1%	-1%
CCCCc1cc(=O)oc2cc(C)cc(OC(C)C(=O)NCc3ccncc3)c12 (centres undefined)	-6%	9.3%	0%	1%	-4%
CNC(=O)COc1ccc(-c2nn(C)c(=O)c3ccccc23)cc1	/	1.6%	-1%	0%	-8%
O=C(Cc1cccs1)N1CCCC(c2nc3c(nnn3Cc3ccccc3Cl)c(=O)[nH]2)C1 (centres undefined)	26%	i	-2%	16%	-3%
COc1cc(OC)cc(C(=O)NNC(=O)CCC(=O)c2cccs2)c1	-14%	2.8%	-5%	17%	-1%
COCCOCC(O)CN1CCN(c2ccc(C)cc2)CC1 (centres undefined)	0%	0.4%	-14%	-2%	-4%
CCOc1cccc(C2C(C#N)=C(N)Oc3cc(C)[nH]c(=O)c32)c1OCC (centres undefined)	-7%	1.5%	8%	-13%	-10%
Cc1cc(C(F)(F)F)nn1Cc1ccc(C(=O)NCc2ccco2)o1	4%	i	-9%	-7%	6%
COc1ccccc1C1(CC(=O)O)CCOC(C(C)C)C1 (centres undefined)	-1%	0.2%	2%	-12%	0%
O=C(CSc1nnc(NC2CC2)s1)Nc1ccc(N2CCOCC2)cc1	4%	0.2%	/	1%	3%

Sorted by length of the SMILES (ascending): four of the compounds above
SMILES	M. tuberculosis	VEEV TC-83 Vero	Salmonella PhoP GFP	H1N1 NS1A inhibition	H37Rv inhibition	others
CNC(=O)COc1ccc(-c2nn(C)c(=O)c3ccccc23)cc1	/	1.6%	-1%	0%	-8%
Cc1cc(C(F)(F)F)nn1Cc1ccc(C(=O)NCc2ccco2)o1	4%	i	-9%	-7%	6%
O=C1COc2ccc(NC(=O)N3CCN(c4ccc(F)cc4)CC3)cc2N1	7%	i	-1%	0%	2%
O=C(Cc1cccs1)N1CCCC(c2nc3c(nnn3Cc3ccccc3Cl)c(=O)[nH]2)C1 (centres undefined)	26%	i	-2%	16%	-3%

The list goes on:
SMILES	M. tuberculosis	VEEV TC-83 Vero	Salmonella PhoP GFP	H1N1 NS1A inhibition	H37Rv inhibition	others
Cc1cc(Nc2cccc(F)c2)n2ncnc2n1	-10%	0.4%	-7%	2%	-8%
CC(C)CC1NC(=O)N(CC(=O)Nc2ccc(-c3ccccc3)cc2)C1=O (centres undefined)	3%	1.9%	/	-10%	3%
Cc1ccc(CCNS(=O)(=O)c2cc3c(cc2C)n(C)c(=O)c(=O)n3C)cc1	-2%	1.6%	-13%	7%	-8%
Cc1ccc2sc(-c3ccc(NC(=O)c4cc(-n5cnnc5)ccc4Cl)cc3)nc2c1	10%	2.3%	-14%	-10%	0%
CC(NC(=O)CCn1ccc2cc(S(=O)(=O)N3CCCC3)ccc21)c1ccccc1 (centres undefined)	19%	5.2%	0%	10%	-5%
Cc1cc(N=CC2=C(O)CC(C)(C)CC2=O)no1	6%	2.4%	1%	-54%	4%
C[n+]1ccc(/C=N/Nc2nc(Cl)c(C#N)c(Cl)c2Cl)cc1	-2%	2.5%	0%	17%	7%
Cc1ccccc1NC(=O)NC1(C(=O)N2CCN(C)CC2)CCCCC1	-3%	0.5%	10%	-12%	-6%
FC(F)=C(F)CCSc1ncn[nH]1	0%	0.7%	4%	8%	-2%
Cc1nc2ccc(Cl)cc2[nH]1	/	0.9%	/	12%	/
O=C(COC(=O)Cc1ccsc1)Nc1ccc(Cl)cn1	60%	1.2%	/	-5%	4%
Cc1c(C(=O)c2ccccc2)c2ccccc2n1C	11%	i	-15%	20%	1%
COc1ccccc1CNC(=O)C(C)Sc1ccc(C)cc1 (centres undefined)	-4%	1.3%	2%	3%	-11%
Cc1ncc([N+](=O)[O-])n1CC(=O)Nc1ccc(OC(F)(F)Cl)cc1	3%	0.1%	4%	-11%	4%
Nc1nonc1C(=O)N/N=C/c1cc2c(cc1Br)OCO2	-1%	0.6%	-19%	-10%	2%
CC(=O)c1cccc(NC(=O)CSc2nc3ccccc3c(=O)n2CCCN2CCOCC2)c1	21%	8.6%	/	-14%	-10%
O=C1OC(c2ccccc2)=C/C1=C/N1CCCCC1	65%	0.1%	7%	1%	1%
COc1cccc(C(=O)NCC(c2ccco2)N2CCOCC2)c1 (centres undefined)	-8%	1.9%	12%	-1%	0%
Cc1cc(NC(=O)c2cc(-c3ccccc3C)nc3ccccc23)no1	27%	3.1%	-7%	-3%	0%
CC1CCC2(CC1)NC(=O)N(CC(=O)NCCc1ccccc1)C2=O (centres undefined)	-7%	i	/	-12%	0%
COc1ccc(CCNC(=O)CCn2c(=O)oc3ccccc32)cc1OC	-20%	0.4%	0%	6%	-7%
COc1ccccc1N1CCN(C(=O)C2CCN(S(=O)(=O)c3ccc4c(c3)CC(C)N4C(=O)C3CC3)CC2)CC1 (centres undefined)	13%	11%	8%	4%	13%
CCOc1cc(/C=N\Nc2nc(Nc3ccccc3)nc(N3CCOCC3)n2)ccc1OC(=O)c1ccco1	30%	6.3%	-2%	-7%	?
OCCCNc1nc(-c2ccccc2)nc2c1oc1ccccc12	5%	8.3%	-24%	-5%	9%
CCn1ncc(CN2CCCC(C(=O)c3cccc(OC(C)C)c3)C2)c1C (centres undefined)	-2%	0.7%	-1%	-2%	-4%
O=S(Cc1ccccc1)CC(O)(c1ccccc1)c1ccccc1 (centres undefined)	8%	i	-5%	2%	1%
Cc1ccccc1OCC(=O)Nc1sc2c(c1C#N)CC(C)(C)NC2(C)C	20%	7.3%	12%	7%	14%
CCc1ccccc1NC(=O)CN(C)C(=O)c1cccc(S(=O)(=O)N2CCCCCC2)c1	13%	2.3%	/	-19%	-6%
Cc1ccnc2c1ccc1cccnc12	/	7.6%	/	0.74µM*	/
CCCOc1ccc(-c2nc(C#N)c(NCCCn3ccnc3)o2)cc1	i	i	-4%	-14%	?
O=C(CCNC(=O)c1ccccc1Cl)NCCc1ccc(Cl)cc1	-3%	1.0%	-2%	-10%	0%
CC(=O)c1c(C)[nH]c(C(=O)COc2ccc3ccc(=O)oc3c2)c1C	-5%	11%	-10%	4%	-9%
O=C(Cn1cnc2cc([N+](=O)[O-])ccc2c1=O)NC1CCS(=O)(=O)C1 (centres undefined)	5%	0.4%	3%	1%	2%
CCC(=O)NN1CCN(c2ccncc2S(=O)(=O)N2CCCCC2)CC1	-2%	0.6%	-9%	-5%	-6%
CC(C)(Oc1ccc(Cl)cc1)C(=O)Nc1ncccn1	2%	i	10%	-10%	0%
O=C(CO/N=C/c1ccc2c(c1)OCO2)Nc1cccc(Br)c1	76%	0.4%	-3%	11%	0%
CC12CN3C(O)C(C)(C1)CC(C)(C2)C3O (centres undefined)	-4%	0.2%	-2%	6%	0%
CC(=O)c1cccc(N=C2C(=O)Nc3ccccc32)c1	1%	1.7%	17%	-1%	-1%
O=C(Nc1ccc2c(c1)OCO2)c1ccc(N2CCCC2)c([N+](=O)[O-])c1	68%	5.6%	-2%	6%	-2%
N#C/C(=C\C1=C(N2CCOCC2)C(=C\c2ccccc2)/CC1)C(=O)Nc1ccccc1F	/	0.3%	/	13µM*	/
O=C(Cn1c(=O)oc2ccccc21)Nc1ccc(Cl)cc1Cl	-17%	1.0%	-15%	5%	2%
CC(Nc1nc(-c2ccc(F)cc2)cs1)c1nc2cc(Cl)c(N3CCCCC3)cc2n1CCCO (centres undefined)	51%	i	-6%	0%	?
COc1ccc(N2CCN(C(=O)CSc3nc(C)cs3)CC2)cc1	66%	1.1%	2%	-1%	13%
O=C(/C=C/c1cccs1)NCc1ccccc1	76%	1.0%	-6%	5%	4%
Cc1cc(C)n(CCNC(=O)c2ccco2)n1	-12%	2.9%	8%	-11%	-6%

Random excerpt: two compounds from above, in no set order.
SMILES	M. tuberculosis	VEEV TC-83 Vero	Salmonella PhoP GFP	H1N1 NS1A inhibition	H37Rv inhibition	others
O=C(Nc1ccc2c(c1)OCO2)c1ccc(N2CCCC2)c([N+](=O)[O-])c1	68%	5.6%	-2%	6%	-2%
CC(=O)c1c(C)[nH]c(C(=O)COc2ccc3ccc(=O)oc3c2)c1C	-5%	11%	-10%	4%	-9%

Remaining list, next part
SMILES	M. tuberculosis	VEEV TC-83 Vero	Salmonella PhoP GFP	H1N1 NS1A inhibition	H37Rv inhibition	others
CC(C)c1c(C(=O)N/N=C/c2ccccc2OCc2c(F)cccc2Cl)nnn1-c1nonc1N	-6%	2.0%	3%	-2%	1%
O=C(NCCO)c1nc(C(=O)c2ccccc2)c2ccccc2n1	-10%	1.0%	/	-7%	-15%
Cc1ccc(S(=O)(=O)N2CCN(c3cc4c(cc3[N+](=O)[O-])n(C)c(=O)n4C)CC2)cc1	18%	0.3%	-4%	2%	-5%
Cc1cc(N2CCCCC2)nc2ccccc12	14%	4.4%	11%	-1%	2%
O=C(O)c1c(-c2ccccc2)c2oc3ccccc3c2[nH]c1=O	18%	2.8%	-5%	-2%	1%
CCCCCOc1ccc(NC(=O)C(=O)NCCCn2ccnc2)cc1	74%	4.5%	-14%	-8%	16%
Cc1ccc(/C=C/C(=O)Nc2cc(C)on2)cc1	14%	i	1%	1%	1%
CCOc1ccccc1C(=O)NCCCCCC(=O)O	3%	0.6%	3%	-5%	-12%
O=C(N/N=C/c1cc(Br)ccc1O)C(c1ccncc1)N1CCOCC1 (centres undefined)	4%	2.5%	-5%	12µM*	1%
O=C(NNC(=S)Nc1ccc(OC(F)F)cc1)c1cc2c(s1)CCCC2	6%	1.3%	8%	7%	4%
CCCC1=C(C(=O)OCC)C(c2ccncc2)n2ncnc2N1 (centres undefined)	-2%	2.9%	-3%	-11%	-4%
C(#Cc1ccccc1)C[N+]1(CC#Cc2cccc3ccccc23)CCCC1	?	4.2%	?	4%	54%
O=C(CSc1nc2[nH]ncc2c(=O)n1-c1ccccc1)N1CCCc2ccccc21	22%	/	-6%	/	4%

Screening data as filed in PubChem BioAssay.
